Compound activity from PubChem BioAssay.
WT yeast gro inh: growth inhibition of WT yeast, mitochondrial fusion screen | mitochondrial fusion phenotypic screen, WT strain | inhibition, % at 10 µM | hit rate 2.1% among 190,000; in the data active means inhibition above about 58%; tested in S. cerevisiae
ER stress rescue: rescue of cells from ER stress-induced death, primary screen, 384-well, CSM14.1, thapsigargin, ATP luminescence (AID 1222); CSM14.1 thapsigargin-induced death rescue, ATP luminescence; higher % means a stronger effect; one-dose cellular ATP content (survival), % at 20 µM; EC50 in µM for titrated hits; 190,000 tested, under 10 active;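 active means EC50 below 50 µM in the dose-response confirmation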;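 further: death triggered by thapsigargin at about 15 µM added after 2 h compound pretreatment; cell ATP read after overnight thapsigargin exposure of roughly 18 to 22 hours; normalized against plate controls of thapsigargin alone and 5% DMSO vehicle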
Autophagy mod: alters autophagy in cells. hit rate 0.98% among 190,000. AID 463193. MEF GFP-LC3 puncta imaging; test concentration mostly 10 µM. calls only at 10 µM (by protocol);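 active means percentage of spot-positive cells more than 3 SD above its plate mean, without a fluorescence outlier flag or 80% toxicity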;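 further: spot-positive cell cutoff set from DMSO-treated cells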
Dynein transport: dynein cargo transport inhibition; z-score, hits read low; 3617.4 mouse cells, GR-EGFP nuclear translocation imaging; test concentration mostly 20 µM; stimulated with dexamethasone, 1 µM; active compounds read low; hit rate 0.47% among 220,000;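 active means plate z-score of nuclear minus cytoplasmic receptor signal below a set negative limit, without overly bright fluorescence or cell loss, cut at about -3.5 in these data, passing the limit was not always enough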;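 further: z-score of nuclear minus cytoplasmic ring GR-EGFP intensity difference per well; some compounds called inactive have numbers as strong as hits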
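Buffer or medium – tet-free medium with charcoal-stripped serum · Signal – automated 10x imaging of fixed Hoechst-stained cells · Also added – dexamethasone agonist, 1.0 µM final, for 30 min · Incubation – induction 48 h, compound 1 h, agonist 30 min · Read-out – GR-EGFP nuclear translocation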
Insulin prom up: MIN6 insulin promoter up-regulation | z-score at 5 µM | MIN6 insulin promoter-GFP reporter, high-content imaging; active compounds read high | hit rate 0.3% among 190,000;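 active means z-score above 3 at 5 µM with at least 500 cells counted in the well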
XIAP displacement: small molecules displacing peptide from XIAP – biochemical, IAP family, fluorescence polarization (AID 1018); one-dose displacement, % at 20 µM; IC50 in µM for titrated hits; XIAP BIR domain, fluorescence polarization peptide displacement; higher % means a stronger effect; hit rate 0.007% among 200,000; in the data active means displacement above about 50%; further: a part of the inactive calls stands beside numbers as strong as those of hits
MT stabilize HCS: stabilizes microtubules in HeLa cells. hit rate 0.83% among 200,000. HeLa tubulin immunostaining HCS, 24 h; share of cells brighter than vehicle mean+2SD. % tubulin-high responders, % at 10 µM;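 active means plate Z-score above 3 for both tubulin-high and condensed-nucleus cell shares, with cell loss under 80%, at 10 µM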;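 further: anti alpha tubulin signal scored within the nucleus-defined area of each cell; some results filed as inactive read as strong as hits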
b-catenin transl: modulators of beta-catenin nuclear translocation | hit rate 0.3% among 190,000 | HeLa beta-catenin nuclear translocation, immunofluorescence imaging | nuclear translocation activity, % at 5 µM;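 active means nuclear translocation activity above 50% at 5 µM, with a well cell count of 50 or more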;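 further: per-cell ratio of nuclear to cytoplasmic median beta-catenin stain intensity; plate controls were DMSO negative control for no effect and GSK-3 inhibitor IX positive control for full effect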
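Test system: human HeLa cells, endogenous beta-catenin. Times: 24 h compound exposure, 37°C. Measured by: beta-catenin immunofluorescence imaging with DAPI.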
Hep lipid drop: hepatic lipid droplet formation modulation. AML12 mouse hepatocytes, oleate lipid droplets, BODIPY imaging. inhibition, % at 6.5 µM. hit rate 0.4% among 240,000. AID 1656;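 active means lipid droplet intensity inhibited by at least 50%, with more than 500 cells counted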
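Material – mouse AML12 hepatocyte cell line, fixed after treatment · Compound dosing – one dose, 6.5 µM compound · Times – compound with oleate, overnight · Measured by – Image-based BODIPY and DAPI two-channel analysis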
WT yeast gro inh mutant strain: second read-out of WT yeast gro inh, no call of its own (marks repeat the call); inhibition, %; mitochondrial fusion phenotypic screen, mutant strain inhibition
Dynein transport cytoplasmic EGFP: second read-out of Dynein transport, no call of its own (marks repeat the call); z-score; measured here: cytoplasmic GR-EGFP intensity; active compounds read high
Dynein transport nuclear GR-EGFP: second read-out of Dynein transport, no call of its own (marks repeat the call); z-score; measured here: nuclear GR-EGFP intensity;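 lower value marks the stronger effect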
Dynein transport cell count: recorded beside Dynein transport, whose call it bears; z-score; measured here: cell count per field
Insulin prom up cell count: further read-out of Insulin prom up, marked with its call; cell count; measured here: cytotoxicity, nuclei count;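 total cells summed across four imaged fields per well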
Hep lipid drop cells 6.5 µM: recorded beside Hep lipid drop, whose call it bears; cell count; measured here: cell count, cytotoxicity flag;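 cells counted across two imaged fields per well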
b-catenin transl cell count 5 µM: further read-out of b-catenin transl, marked with its call; cell count; measured here: cell count, cytotoxicity flag
MT stabilize HCS Hoechst-high %: also measured in MT stabilize HCS; calls as there; % Hoechst-high responders; measured here: nuclear condensation Hoechst responders;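 share of cells brighter than vehicle mean plus two SD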
MT stabilize HCS cytotoxicity %: also measured in MT stabilize HCS; calls as there; toxicity, %; measured here: cytotoxicity by cell density;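 0% = mean cell density of plate MIN control wells and 100% = no cells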
Autophagy mod cell loss 18 h: also measured in Autophagy mod; calls as there; toxicity, %; measured here: cell loss, nuclei count;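 cell loss after 18 h compound exposure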
The depositor's hits bear a star; i = inactive; . = no result given. Compounds as they come; about 4% have a hit in one of these screens.

SMILES	WT yeast gro inh	WT yeast gro inh mutant strain	ER stress rescue	Autophagy mod	Autophagy mod cell loss 18 h	Dynein transport	Dynein transport cytoplasmic EGFP	Dynein transport nuclear GR-EGFP	Dynein transport cell count	Insulin prom up	Insulin prom up cell count	XIAP displacement	MT stabilize HCS	MT stabilize HCS Hoechst-high %	MT stabilize HCS cytotoxicity %	b-catenin transl	b-catenin transl cell count 5 µM	Hep lipid drop	Hep lipid drop cells 6.5 µM
CCCCN(C(=O)CNC(=O)c1cccs1)C(C(=O)NC1CCCCC1)c1cccnc1 (stereo not drawn)	-16	-9	-1.3%	i	-8	0.39	-0.11	0.7	0.6	0.15	1251	21%	4.1	2.4	5.5	-0.7	1250	-2	762
Cc1ccccc1NS(=O)(=O)c1ccc(NC(=O)CSCc2ccc(Br)cc2)cc1	66*	26*	-1.0%	i	21	0.17	-0.22	-0.065	-0.073	-0.55	1802	-2.5%	4.3	1.4	9.5	-0.7	1018	-4	522
O=C1CC(c2c(F)cccc2Cl)C(n2cncn2)C(O)=C1C1NCCc2ccccc21 (stereo not drawn)	-16	12	.	i	12	-2.6	-0.29	-0.62	2.1	0	1322	-9.5%	6.1	3.1	7.1	0.2	1098	5	690
NCC12CC3CC(C1)CC(CN)(C3)C2	19	13	-1.1%	i	7	0.71	0.2	0.43	-1.2	3.1*	928*	-3.9%	4.8	2.4	12	-3.6	721	.	.
CC(C)N1CCC(N2CCN(Cc3ccc(Oc4ncccn4)cc3)CC2CCO)CC1 (stereo not drawn)	.	.	.	.	.	0.36	-0.23	0.26	-0.27	1.9	1140	.	.	.	.	-0.6	1372	-6	624
COc1ccccc1-n1cnnc1SCC(=O)N1CC(=O)Nc2ccccc21	-20	-83	-1.2%	i	5	0.21	-0.11	0.46	-0.43	.	.	-6.5%	1.1	1.1	8.5	1.9	980	1	766
CC(/C=N/NC(=O)c1ccccc1F)c1ccccc1 (stereo not drawn)	.	.	.	.	.	-0.27	-0.88	-0.47	0.78	-0.22	1074	.	.	.	.	-1.0	1268	0	628
CC(OC(=O)c1ccccc1OCc1ccc(Cl)cc1)C(N)=O (stereo not drawn)	-23	12	-0.6%	i	16	0.22	-0.095	0.4	0.09	0.38	1396	-5.9%	2.9	2.9	1.0	-0.2	1107	-1	677
Cc1c(Cl)ccc2c(C(N)=O)cc(-c3ccccn3)nc12	7	6	2.7%	i	-20	-0.58	-0.3	-0.11	0.36	0.44	1377	-5.7%	2.2	2.0	0.5	0.9	1114	10	702
COc1ccc(F)c(CN2CCC(CO)(Cc3cccc(C(F)(F)F)c3)CC2)c1	19	20	-2.2%	i	-15	0.18	-0.29	-0.12	0.58	-0.14	1399	-9.7%	4.6	1.5	1.6	-1.8	977	-19	663
O=C(N/N=C/C=C\c1ccccc1)c1cnccn1	-6	-5	0.0%	i	10	0.26	-0.11	0.059	0.17	-0.55	1561	-5.9%	2.7	1.5	1.9	-2.8	1094	8	652
COC(=O)NNC(=O)COc1cc(C)c(Br)cc1C(C)C	0	3	0.5%	i	12	-0.11	-0.16	-0.047	-0.84	0.06	1312	-6.2%	4.9	2.9	0.2	.	.	0	781
COc1ccc(/C=C(\C#N)C(=O)NCc2cccs2)cc1OC	-8	-5	2.3%	i	-3	-0.56	-0.35	-0.55	1	-0.17	1311	4.0%	2.7	3.7	7.2	0.0	981	-1	712
Cc1ccccc1OCC(=O)N/N=C/C=C/c1ccccc1	8	-7	-1.1%	i	-4	0.65	-0.27	0.26	-0.42	0.08	1339	-3.8%	0.8	1.5	3.7	-0.3	1065	0	690
C/C(=N\Nc1cccc([N+](=O)[O-])c1)c1ccccc1O	7	5	-2.5%	i	1	0.86	0.43	0.66	-0.27	-0.1	1250	-0.7%	4.1	3.3	8.3	0.1	1106	-4	682
Cc1ccccc1NC(NC(=O)OCCn1c([N+](=O)[O-])cnc1C)C(Cl)(Cl)Cl (stereo not drawn)	-7	-4	-1.8%	i	13	-0.077	-0.22	0.11	-0.37	0.56	1512	-6.7%	4.1	1.5	5.7	-2.7	1032	-4	636
CC(C)CNC(=O)CCc1nc(-c2ccccc2)no1	.	.	.	.	.	-0.38	-0.037	-0.22	-0.024	0.07	1436	.	.	.	.	-3.1	1202	-12	724
COC(=O)C1=C(C)N(C)C(=S)NC1c1ccccc1 (stereo not drawn)	-3	-5	-3.7%	i	-10	0.0087	-0.2	0.15	-0.47	1.4	1343	-12%	2.9	3.6	10	-5.0	513	-13	663
Cc1ccc(N2C(=O)C3N=NN(CC(=O)N4N=C(c5cccc6ccccc56)CC4c4ccccc4)C3C2=O)cc1 (stereo not drawn)	-14	-11	0.9%	i	6	-0.69	-0.25	-0.18	0.15	.	.	-6.1%	1.5	1.2	7.7	-1.9	572	26	740
CC(=O)N1C(=O)N(C)C2C1N(C)C(=O)N2C(C)=O (stereo not drawn)	-1	7	-0.1%	i	46	1.2	-0.15	1.1	-1.4	0.75	1555	-0.9%	1.4	2.0	18	-4.4	873	.	.
CN(C)/C=C/C(=O)c1cnc(-c2ccccc2)s1	-7	5	-1.5%	i	-7	-0.28	-0.18	-0.12	0.43	-0.19	1235	-2.5%	1.5	1.7	7.6	-2.8	1143	4	673
Fc1ccc(NC(=S)Nc2ccc(F)c(Cl)c2)cc1Cl	-9	0	-3.4%	i	6	0.25	0.22	0.88	-3.5	-0.78	735	-20%	4.2	1.3	8.2	5.7	797	-38	808
Cc1cc(C(=O)CSc2nnc(Cc3ccccc3)o2)c(C)n1Cc1ccc2c(c1)OCO2	1	-10	0.4%	i	-6	-1.5	-0.26	-0.42	0.77	0.32	1684	-8.8%	2.5	2.7	21	-0.7	1133	-5	608
COC(=O)c1ccccc1NC(=O)Cn1c(CCC(=O)O)ccc1-c1cccs1	-9	-6	4.4%	i	-5	-0.28	-0.25	-0.06	0.76	0.08	921	-5.6%	2.0	1.7	7.0	-3.4	1212	1	707
O=C(Cc1cccs1)NCc1ccccc1F	4	-8	.	i	-2	-0.4	-0.072	-0.27	-0.25	-0.34	1268	-5.4%	2.3	1.9	6.1	-1.2	1210	11	666
O=C(Cn1cnc([N+](=O)[O-])c1)NCc1ccc(F)cc1	21	3	-1.2%	i	-31	-0.66	-0.15	0.33	0.15	0.37	1503	-4.2%	2.6	1.9	8.5	-1.2	1377	.	.
COC(=O)C1=C(O)C2(C(=O)O)CC(C(=O)OC)=C(O)C(C(=O)O)(C1)C2	.	.	.	.	.	-1.1	-0.24	-0.3	2.4	0.4	938	.	.	.	.	0.3	1276	-1	647
CCC1(c2ccccc2)C(=O)NCNC1=O	-6	-14	-1.5%	i	17	-0.32	-0.27	0.02	0.65	.	.	-2.0%	2.8	2.4	11	1.7	538	1	685
Cn1c(CCCOc2ccc(Cl)cc2Cl)nnc1SCC(=O)Nc1nccs1	0	2	-0.8%	i	6	0.37	-0.18	0.52	-0.016	-0.46	995	-4.9%	1.0	0.5	11	.	.	-2	720
OCCOCCn1c2ccccc2c2ccccc21	-1	-3	-1.3%	i	4	0.54	-0.065	1.1	-0.31	-0.65	1006	-9.1%	3.7	3.4	8.0	-2.3	1189	.	.

The final three entries of the section before lead into the next:
SMILES	WT yeast gro inh	WT yeast gro inh mutant strain	ER stress rescue	Autophagy mod	Autophagy mod cell loss 18 h	Dynein transport	Dynein transport cytoplasmic EGFP	Dynein transport nuclear GR-EGFP	Dynein transport cell count	Insulin prom up	Insulin prom up cell count	XIAP displacement	MT stabilize HCS	MT stabilize HCS Hoechst-high %	MT stabilize HCS cytotoxicity %	b-catenin transl	b-catenin transl cell count 5 µM	Hep lipid drop	Hep lipid drop cells 6.5 µM
CCC1(c2ccccc2)C(=O)NCNC1=O	-6	-14	-1.5%	i	17	-0.32	-0.27	0.02	0.65	.	.	-2.0%	2.8	2.4	11	1.7	538	1	685
Cn1c(CCCOc2ccc(Cl)cc2Cl)nnc1SCC(=O)Nc1nccs1	0	2	-0.8%	i	6	0.37	-0.18	0.52	-0.016	-0.46	995	-4.9%	1.0	0.5	11	.	.	-2	720
OCCOCCn1c2ccccc2c2ccccc21	-1	-3	-1.3%	i	4	0.54	-0.065	1.1	-0.31	-0.65	1006	-9.1%	3.7	3.4	8.0	-2.3	1189	.	.
O=S(=O)(c1ccccc1)c1cnn2c(C(F)(F)F)cc(-c3ccccc3)nc12	40	29	1.4%	i	-6	-0.41	-0.24	-0.53	1.3	.	.	-20%	1.6	1.9	7.7	.	.	.	.
CCN(CC)S(=O)(=O)c1ccc2[nH]c(=O)cc(C(=O)Nc3ccc(C)cc3)c2c1	1	-7	0.0%	i	-8	1.1	-0.23	0.14	0.48	0.02	1538	-4.8%	4.0	1.9	5.3	0.8	1061	26	691
Cc1ccc(C(=O)Cn2nnc3c(sc4nc5c(c(-c6ccccc6)c43)CCC5)c2=O)cc1	-6	8	-1.3%	i	14	-0.28	-0.2	0.47	0.26	0.04	1499	-8.1%	2.3	1.2	3.5	-2.8	1470	.	.
CCOC(=O)CN(C(=O)COc1nc(C)cc(C)c1C#N)c1ccc(F)cc1	.	.	.	.	.	0.78	-0.27	0.17	0.51	-0.57	1044	.	.	.	.	0.5	1314	-22	703
COc1ccc(OC)c(NC(=O)c2c(NC(=O)CCC(=O)O)sc3c2CCCCC3)c1	4	-10	-0.8%	i	-15	0.36	-0.28	-0.15	-0.33	-0.18	1255	-3.4%	1.8	3.4	16	.	.	17	716
O=c1sc2ccccc2n1COc1ccc(Cl)cc1	38	1	-1.4%	i	-3	-0.12	-0.18	-0.068	-0.2	.	.	-5.5%	1.5	1.9	8.3	.	.	14	789
